# Source: PubChem BioAssay (several laboratories)
# IMP-1 inhibitor – IMP-1 metallo-beta-lactamase inhibitors, primary screen, biochemical, epi-absorbance readout, Pseudomonas aeruginosa enzyme; metallo-beta-lactamase IMP-1 (Pseudomonas aeruginosa); purified IMP-1, nitrocefin hydrolysis, epi-absorbance fluorescence; inhibition, % at 5.6 µM; 290,000 tested, 0.45% active;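 active means inhibition above the mean plus 3 SD of all compounds in the same screening run, cut at about 4.5% in these data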;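 further: 0% = IMP-1 with DMSO and 100% = DMSO wells lacking enzyme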
#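 System: purified IMP-1; amount: IMP-1 0.2 nM before substrate addition; compound: single dose, 5.6 µM; times: 25 °C, 15 min preincubation, 25 min reaction; signal: Epi-absorbance via hydrolysed-nitrocefin quenching of white-plate fluorescence, 480/530 nm, EDTA stop; benchmarks: DMSO with and without IMP-1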
# SUMO HTRF inh – inhibitors of in vitro SUMOylation cascade, primary screen, biochemical, HTRF, uHTS. HTRF SUMOylation assay, SAE1/SAE2 + UBC9. inhibition, % at 35 µM. 290,000 tested, 0.36% active; in the data active means inhibition above about 50%, passing the limit was not always enough; further: strong numbers were not always called active
# NS3 helicase inh – inhibitors of HCV NS3 helicase, primary screen, biochemical, Cy5 molecular beacon fluorescence | Hepatitis C virus NS3 helicase | NS3 helicase DNA unwinding | inhibition, % at 10.9 µM | 290,000 tested, 0.56% active;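 active means inhibition above the mean of all tested compounds plus 3 SD, set per campaign, cut at about 35% in these data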;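 further: 0% = DMSO wells and 100% = thioflavine S control wells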
#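 System: Hepatitis C virus NS3 helicase domain fragment enzyme | Reagent: Annealed dual-labelled DNA beacon duplex, ATP-started | Compound dosing: 10.9 µM single point, 0.8% DMSO | Incubation: 1 h reaction at 25 °C, ATP-initiated | Technique: Cy5 fluorescence | Evaluation: Percent inhibition from t60/t0 fluorescence ratio | Benchmarks: Low DMSO, high thioflavine S at 110 µM | Replication: Singlicate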
# MEKK3 PB1 HTS – modulators of MEKK3-MEK5 PB1 binding, primary screen, biochemical, wildtype MEKK3, multiplex bead flow cytometry, Alexa488-MEK5 | Mitogen-activated protein kinase kinase kinase 3 (Homo sapiens), Q99759 | bead-based flow cytometry, Alexa488-MEK5 binding to MEKK3; actives lie on both sides; 0 = blocked by unlabeled MEK5, 100 = vehicle | binding response (% of control), % at 10 µM | 290,000 tested, 1.4% active;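 active means binding response more than 3 SD above or below the average of its plate-row segment, actives on both sides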;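 further: Alexa488 bead fluorescence after subtracting the streptavidin-only scavenger bead signal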
# VIM-2 inhibitor – VIM-2 metallo-beta-lactamase inhibitors, primary screen, biochemical, epi-absorbance readout, Pseudomonas aeruginosa enzyme; purified VIM-2, nitrocefin hydrolysis, epi-absorbance fluorescence; inhibition, % at 5.6 µM; 290,000 tested, 0.89% active;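 active means inhibition above the mean of all tested compounds plus 3 SD, cutoff set per screening run, cut at about 7.5% in these data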;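 further: red hydrolysis product quenches plate fluorescence so inhibitors raise well fluorescence; 0% = enzyme with DMSO and 100% = DMSO without enzyme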
# DNA FID counter – compounds displacing fluorescent DNA intercalator, primary screen, artefact control for HCV NS3 helicase inhibitor project, biochemical, FID fluorescence; 290,000 tested, 0.17% active; inhibition, % at 7.9 µM; DNA fluorescent intercalator displacement; in the data active means inhibition above about 37%;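 further: 0% = vehicle and 100% = reference compound; higher means more ethidium bromide displaced from hairpin DNA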
# IDE cell activ – human IDE activators in live cells, primary screen, fluorescence polarization, HEK cells, FAbeta-B substrate. FAbeta-B cleavage; 0% vehicle, 100% cell-free pure enzyme wells. 340,000 tested, 0.073% active. AID 493087, 2011. activation, % at 5.96 µM;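 active means activation above the mean of all tested compounds plus 3 SD, set per screening campaign, cut at about 17% in these data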
# Target sequence (P14735 whole entry, looked up): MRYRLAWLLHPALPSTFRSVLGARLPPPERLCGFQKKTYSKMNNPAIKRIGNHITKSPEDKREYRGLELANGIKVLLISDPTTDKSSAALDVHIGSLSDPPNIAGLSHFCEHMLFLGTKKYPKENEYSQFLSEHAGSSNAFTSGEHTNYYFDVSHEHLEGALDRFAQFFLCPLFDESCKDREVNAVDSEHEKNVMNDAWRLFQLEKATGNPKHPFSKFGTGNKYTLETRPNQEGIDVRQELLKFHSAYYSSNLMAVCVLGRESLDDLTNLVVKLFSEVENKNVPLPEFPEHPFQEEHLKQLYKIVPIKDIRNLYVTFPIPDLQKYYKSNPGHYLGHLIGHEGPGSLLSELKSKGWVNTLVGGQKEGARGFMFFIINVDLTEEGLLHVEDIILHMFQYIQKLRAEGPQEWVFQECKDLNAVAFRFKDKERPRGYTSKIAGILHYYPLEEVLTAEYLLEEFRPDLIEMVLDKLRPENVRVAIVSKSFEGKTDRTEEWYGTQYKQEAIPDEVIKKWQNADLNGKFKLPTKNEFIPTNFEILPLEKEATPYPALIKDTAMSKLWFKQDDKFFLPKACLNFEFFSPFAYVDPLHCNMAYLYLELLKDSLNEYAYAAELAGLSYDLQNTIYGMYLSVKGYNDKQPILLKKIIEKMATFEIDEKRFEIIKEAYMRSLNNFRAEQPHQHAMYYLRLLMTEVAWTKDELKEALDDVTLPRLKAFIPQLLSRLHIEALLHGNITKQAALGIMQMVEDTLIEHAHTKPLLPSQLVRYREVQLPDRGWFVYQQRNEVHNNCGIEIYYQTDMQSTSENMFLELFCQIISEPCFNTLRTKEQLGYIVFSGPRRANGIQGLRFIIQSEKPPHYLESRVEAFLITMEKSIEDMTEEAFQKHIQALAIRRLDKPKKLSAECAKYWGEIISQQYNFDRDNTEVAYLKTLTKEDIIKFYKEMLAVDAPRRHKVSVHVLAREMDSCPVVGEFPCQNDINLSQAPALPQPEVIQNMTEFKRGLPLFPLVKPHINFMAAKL
# PHOSPHO1 inh – PubChem AID 1565. Phosphoethanolamine/phosphocholine phosphatase (Homo sapiens), Q8TCT1. recombinant PHOSPHO1, absorbance phosphatase assay. inhibition, % at 13.3 µM. 290,000 tested, 1.1% active; in the data active means inhibition above about 60%
# pCIP destab – p/CIP-EGFP fusion destabilizers, primary screen, fluorescence, F442A cells | 290,000 tested, 0.01% active | Q05BA5 | decrease of EGFP signal, % at 10 µM | 16 h | AID 1984, 2009;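 active means EGFP signal decrease of at least 30% at 10 µM or well 3 SD below plate mean, unless failing retest; inactive means the rest, including hits failing retest or dose response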; further: some compounds called inactive have numbers as strong as hits; many of its hits are not listed in these tables
# Numbers without * were called inactive; . = not tested or not shown. Only part of the results is shown, so the mix of outcomes need not match the whole.
SMILES,IMP-1 inhibitor,SUMO HTRF inh,NS3 helicase inh,MEKK3 PB1 HTS,VIM-2 inhibitor,DNA FID counter,IDE cell activ,PHOSPHO1 inh,pCIP destab
O=C(NC1CCCCC1)C1CCCN(S(=O)(=O)c2cccs2)C1 (configuration not stated),-2.8,-2,-7,96,-0.4,-2,2,23,2
O=C(CCC(=O)Nc1ccc(F)cc1)N/N=C/c1ccccc1,-1.5,-1,6,103,-4.7,-9,1,25,-3
Cc1ccc(Nc2nc(N)nc(CCl)n2)cc1,-4.4,-1,15,97,-3.1,-3,.,51,-8
COc1ccc(S(=O)(=O)CC(=O)c2cc(C)c(O)c(C)c2)cc1,-1.9,2,14,107,0.9,3,0,37,-3
COc1ccccc1Nc1nc(N)nc(CN2CCC(Cc3ccccc3)CC2)n1,-1.3,-13,-34,98,-0.9,8,3,41,-29
COc1ccc(C(=O)c2cnc3ccccc3c2-c2ccccc2)cc1,-1.8,-28,-15,102,-1.1,-24,7,46,7
CC(C)CCNC(=O)C(C)N(Cc1ccc(F)cc1)C(=O)c1ccc(CN2CCOCC2)o1 (configuration not stated),-5.0,-6,6,103,-5.2,-26,4,19,0
CC(=O)c1sc(NC(=O)c2ccc(C)cc2)nc1C,0.8,-9,-4,94,-0.4,3,3,42,-16
Clc1ccc(Cn2nnc3ccccc32)cc1,-1.1,0,-5,101,-1.4,-3,-2,32,0
COc1ccc(CCn2c(C)cc3c(c2=O)C(c2ccncc2)C(C#N)=C(N)O3)cc1OC (configuration not stated),-0.8,25,9,101,2.7,-10,5,20,-10
Cc1ccc(N2NC3(CCN(C(N)=O)CC3)NC2=O)cc1,0.4,5,9,101,0.3,-2,.,-132,-4
CC(C)n1c(O)c(N=Nc2ccc(Cl)nn2)c2ccccc21,-1.1,-10,-6,123,-2.4,3,0,-10,-13
CCc1nc(-c2ccccc2)cc(=O)[nH]1,-0.7,8,-1,98,-0.5,-1,3,-4,-3
Cc1oc(-c2ccccc2F)nc1CSCC(=O)NC1CC1,-3.0,13,2,97,-2.7,-14,2,75*,-2
Cc1ccc(C(=O)Nc2ccc(Cc3ccncc3)cc2)cc1[N+](=O)[O-],-1.9,-13,-5,.,-1.9,4,2,30,0
CCOC(=O)CN1C(=O)S/C(=C/c2ccc(N3CCCCC3)o2)C1=O,2.7,16,7,100,2.9,-3,-38,101*,-36
CCOC(=O)N1CCC(NC(=O)c2cc(S(=O)(=O)N3CCc4ccccc43)cn2C)CC1,-2.1,-10,5,108,-1.5,-7,6,26,-7
COc1ccc(C(=O)c2cnc[nH]2)cc1OC,-0.9,10,-4,76,1.0,-2,4,41,3
COc1ccccc1CC(=O)NNS(=O)(=O)c1ccccc1[N+](=O)[O-],-1.1,4,-10,93,-3.3,1,6,45,0
Cn1c(SCC(=O)c2c(N)n(C)c(=O)n(C)c2=O)nnc1-c1ccccc1,-1.6,5,6,100,-2.2,-3,2,13,-9
Cc1ccc(C(=O)NCc2nnc3c(C(F)(F)F)cc(Cl)cn23)o1,-1.8,1,4,103,-1.4,-11,6,8,6
O=C1c2ccccc2S(=O)(=O)N1Cc1nc2ccccc2s1,-3.2,-12,-9,101,-4.0,-4,3,2,8
O=C(N/N=C/c1ccccc1O)c1ccc2c(c1)OCO2,-4.1,15,15,104,-5.0,-10,6,9,-13
COc1ccc(CC(=O)OCC(=O)Nc2ncc(Cl)cc2Cl)cc1OC,-2.1,10,3,99,-4.7,-8,1,7,-7
Cc1cc(C)c2nc(N3CCC(C(=O)N4CCN(C(=O)c5ccco5)CC4)CC3)sc2c1,-1.4,8,-22,102,-0.7,-31,-3,-11,-3
CCCC(=O)OCC(=O)Nc1cc([N+](=O)[O-])ccc1OC,-1.0,3,-10,95,-1.1,3,7,13,-2
CCOC(=O)C(Cc1ccccc1)C(=O)Nc1cccc2ccccc12 (configuration not stated),-3.3,16,1,106,-3.4,-14,-4,-28,-12
Cn1c(SCC(=O)Nc2ccccc2)nnc1-c1ccc2nonc2c1,-3.1,-6,4,102,-2.3,-2,4,11,6
Cc1ccc(CC(=O)NCCCn2ccnc2)cc1,-2.3,4,-4,56,-0.2,4,3,42,2
CCCOc1ccc(-c2c(C(=O)N/N=C/c3cccnc3)nnn2-c2nonc2N)cc1,-1.5,.,7,103,-5.2,-16,5,47,-10
Cc1ccccc1-n1c(SC2CCOC2=O)nnc1-c1ccncc1 (configuration not stated),-2.4,-2,6,97,-4.1,-7,5,27,-9
C=CCNC(=S)/N=c1/ccccn1CC,1.1,18,-15,89,7.1,-6,5,6,-284
CCOc1ccc(Br)cc1S(=O)(=O)Nc1ccc(NC(=O)c2ccccc2F)cc1,-1.4,5,-11,100,-1.4,-15,2,-1,-2
COc1ccc(C(C(=O)NC2CCCCC2)N(C(=O)c2snc(C(N)=O)c2N)c2ccccc2OC)cc1 (configuration not stated),-1.6,-1,-28,105,-3.9,-39,-3,36,8
O=C(c1ccco1)N1CCN(S(=O)(=O)c2ccc3[nH]c(=O)oc3c2)CC1,-3.6,-2,6,100,-2.2,-5,1,-4,-10
c1ccc(SCc2cn(C[C@H]3CC[C@@H]([C@@H]4CC[C@H](Cn5cc(CSc6ccccc6)nn5)O4)O3)nn2)cc1,-4.2,6,7,102,-0.7,-51,2,-2,-8
COc1ccccc1-c1cc(C(=O)N2CCN(c3ccc(F)cc3)CC2)no1,-1.2,-4,-14,103,-1.8,-8,2,21,-7
O=C(C1=C(O)C(=O)N(CC2CCCO2)C1c1cccc(O)c1)c1ccco1 (configuration not stated),-1.3,11,-3,103,-0.1,-4,5,32,-5
CC(C)OP(=O)(OC(C)C)C(Nc1ccccc1)c1cccnc1 (configuration not stated),-2.2,14,-4,108,-3.8,-26,8,24,0
O=S1(=O)CCOC[C@H](CC2CCCCC2)N1Cc1cccc(F)c1,-3.2,-7,-7,100,-2.9,-24,4,15,6

# Exported bar-delimited: 9 of the compounds above
structure | IMP-1 inhibitor | SUMO HTRF inh | NS3 helicase inh | MEKK3 PB1 HTS | VIM-2 inhibitor | DNA FID counter | IDE cell activ | PHOSPHO1 inh | pCIP destab
Cc1ccc(C(=O)NCc2nnc3c(C(F)(F)F)cc(Cl)cn23)o1 | -1.8 | 1 | 4 | 103 | -1.4 | -11 | 6 | 8 | 6
O=C1c2ccccc2S(=O)(=O)N1Cc1nc2ccccc2s1 | -3.2 | -12 | -9 | 101 | -4.0 | -4 | 3 | 2 | 8
O=C(N/N=C/c1ccccc1O)c1ccc2c(c1)OCO2 | -4.1 | 15 | 15 | 104 | -5.0 | -10 | 6 | 9 | -13
COc1ccc(CC(=O)OCC(=O)Nc2ncc(Cl)cc2Cl)cc1OC | -2.1 | 10 | 3 | 99 | -4.7 | -8 | 1 | 7 | -7
Cc1cc(C)c2nc(N3CCC(C(=O)N4CCN(C(=O)c5ccco5)CC4)CC3)sc2c1 | -1.4 | 8 | -22 | 102 | -0.7 | -31 | -3 | -11 | -3
CCCC(=O)OCC(=O)Nc1cc([N+](=O)[O-])ccc1OC | -1.0 | 3 | -10 | 95 | -1.1 | 3 | 7 | 13 | -2
CCOC(=O)C(Cc1ccccc1)C(=O)Nc1cccc2ccccc12 (configuration not stated) | -3.3 | 16 | 1 | 106 | -3.4 | -14 | -4 | -28 | -12
Cn1c(SCC(=O)Nc2ccccc2)nnc1-c1ccc2nonc2c1 | -3.1 | -6 | 4 | 102 | -2.3 | -2 | 4 | 11 | 6
Cc1ccc(CC(=O)NCCCn2ccnc2)cc1 | -2.3 | 4 | -4 | 56 | -0.2 | 4 | 3 | 42 | 2

# Later entries:
SMILES,IMP-1 inhibitor,SUMO HTRF inh,NS3 helicase inh,MEKK3 PB1 HTS,VIM-2 inhibitor,DNA FID counter,IDE cell activ,PHOSPHO1 inh,pCIP destab
Cc1ccc2oc(C(=O)NC3CCS(=O)(=O)C3)c(C)c2c1 (configuration not stated),-1.9,-6,7,100,-1.1,-8,3,.,3
Cc1ccc2nccc(C(=O)N3CCCC(N4CCN(c5ccc(F)cc5)CC4)C3)c2c1 (configuration not stated),-1.4,3,-11,101,-1.8,-26,2,28,2
CCCCN(C)C(=O)c1nc2ccccn2c1CN1CCC[C@H]1C(=O)OC,-2.9,19,2,101,-3.0,-17,-1,49,-18
COc1ccc(N(CC(=O)Nc2cccc(C)c2)S(=O)(=O)c2ccc(C)cc2)cc1OC,-2.2,-9,92*,103,-0.7,-19,8,-11,6
Cc1ccccc1CN1C(=O)/C(=C\c2ccc(C(=O)NCCN3CCOCC3)cc2)Sc2ccccc21,-1.6,.,-29,101,-2.8,7,4,41,-11
CN(CC1CCCO1)S(=O)(=O)c1ccc(C(=O)N2CCN(c3ccccc3)CC2)cc1 (configuration not stated),-2.1,7,3,95,-0.1,-43,0,-7,0
c1ccc(-c2ncnc3cc4n(c23)CCC4)cc1,-1.9,7,8,98,-0.5,-6,1,-45,-3
CC1CC(C)(C)CC2(C1)NC(=O)N(CC(=O)NCCc1c[nH]c3ccccc13)C2=O (configuration not stated),-2.9,14,8,109,-1.8,-21,0,-21,7
COc1ccc(C(=O)CCC(=O)NCCc2c[nH]c3ccccc23)cc1,-2.6,8,1,100,-0.9,-17,2,34,-1
C=CCNC(=S)NNC(=O)COc1cccc(Cl)c1,-1.8,-7,2,101,-0.1,-9,-10,1,-4
COc1ccccc1NC(=O)/C(C#N)=C/c1cccnc1,-2.2,1,3,104,-3.0,-14,2,16,0
COC(=O)Cn1ncc2c3ccccc3n(C)c2c1=O,-2.1,-6,3,102,-0.4,-4,-2,0,-2
Cc1nc(Cl)c2c(n1)N(CC(N)=O)C(=O)CO2,-2.1,15,-3,95,-2.4,1,3,-10,-4
O=C1OCCC1Sc1nc2ccccc2c(=O)n1Cc1ccc(F)cc1 (configuration not stated),-3.2,8,-9,104,-3.0,-13,4,-5,0
Cc1cc(C)nc(-n2nc(C)cc2NC(=O)c2cccc(S(=O)(=O)N(C)C)c2)n1,.,4,.,102,.,.,.,1,-9
Nc1nc(SCC(=O)Nc2ccc(Cl)cc2C(F)(F)F)n[nH]1,-1.8,12,-3,102,0.8,1,1,-1,-27
